Bioassay records as filed in PubChem.
CHRM5 PAM – human M5 muscarinic receptor positive allosteric modulators, primary screen, CHO-K1 cells, Fluo-8 calcium fluorescence; Muscarinic acetylcholine receptor M5 (Homo sapiens), P08912; 360,000 compounds, 0.3% hits; activation, % at 3 µM; AID 624038, 2012; CHO-K1 hM5, ACh EC20 PAM; 0% = ACh EC20, 100% = ACh EC100;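 active = activation above the run cutoff, the mean activation of all test compounds plus 3 SD, cut at about 18% in these data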
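Replicates: One well per compound, no replicates | System: Human M5 receptor in CHO-K1 cells | Benchmarks: Low control EC20 acetylcholine (0%), high control EC100 acetylcholine (100%) | Probe or stimulus: Acetylcholine, EC20 level | Times: Fluo-8 loading 80 min at 37 °C plus 30 min room temperature | Signal: Intracellular calcium via Fluo-8 fluorescence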
M4 PAM – human M4 muscarinic receptor positive allosteric modulators, primary screen, CHO-K1 cells, Fluo-8 calcium fluorescence | Muscarinic acetylcholine receptor M4 (Homo sapiens), P08173 | CHO-K1 hM4/Gqi5, ACh EC20; 0% = ACh EC20, 100% = maximal ACh | activation, % at 3 µM | 360,000 compounds, 0.4% hits;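 active = activation above its plate's cutoff, the mean activation of sample wells plus 3 SD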; also: some results filed as inactive read as strong as hits
Target sequence (P08173 whole entry, looked up): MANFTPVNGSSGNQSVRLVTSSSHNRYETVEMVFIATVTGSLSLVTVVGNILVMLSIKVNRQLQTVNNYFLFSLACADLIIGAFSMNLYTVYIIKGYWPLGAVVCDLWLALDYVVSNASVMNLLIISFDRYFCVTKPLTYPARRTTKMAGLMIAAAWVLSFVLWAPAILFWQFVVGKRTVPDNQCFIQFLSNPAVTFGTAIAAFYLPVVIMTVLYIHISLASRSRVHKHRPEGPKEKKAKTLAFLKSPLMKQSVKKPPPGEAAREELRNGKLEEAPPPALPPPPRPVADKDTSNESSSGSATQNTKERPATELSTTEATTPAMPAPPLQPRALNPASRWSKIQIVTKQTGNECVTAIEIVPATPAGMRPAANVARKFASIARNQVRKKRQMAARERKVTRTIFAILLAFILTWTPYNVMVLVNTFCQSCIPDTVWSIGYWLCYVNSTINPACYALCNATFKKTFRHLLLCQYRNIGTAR
CHRM5 agonist – human M5 muscarinic receptor agonists, primary screen, CHO-K1 cells, Fluo-8 calcium fluorescence | CHO-K1 hM5 cells; 0% DMSO wells, 100% maximal acetylcholine response | activation, % at 3 µM | 360,000 compounds, 0.19% hits | AID 624037, 2012;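 active = activation above the run's mean over test compounds plus 3 SD, cut at about 23% in these data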;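 also: signal is peak over basal fluorescence ratio across the kinetic read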
CHRM4 antagonist – human M4 muscarinic receptor antagonists, primary screen, CHO cells, Fluo-8 calcium fluorescence | Muscarinic acetylcholine receptor M4 (Homo sapiens), P08173 | CHO-hM4 cells, ACh EC80 | inhibition, % at 3 µM | 360,000 compounds, 0.73% hits | AID 624125, 2012;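 active = inhibition above its plate's cutoff, the mean inhibition of sample wells plus 3 SD, cut at about 27% in these data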;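 also: 0% = acetylcholine EC80 with DMSO and 100% = DMSO without agonist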
M1 antag – human M1 muscarinic receptor antagonists, primary screen, CHO-K1 cells, Fluo-8 calcium fluorescence, 1536-well; Muscarinic acetylcholine receptor M1 (Homo sapiens), P11229; CHO-K1 hM1, ACh EC80 antagonist; inhibition, % at 3 µM; 360,000 compounds, 1.3% hits;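 active = percent inhibition above its own plate's cutoff, namely the mean of that plate's compound wells plus 3 SD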;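 also: peak over basal fluorescence ratio during 140 s after agonist addition; 0% = ACh EC80 plus DMSO and 100% = DMSO alone without agonist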
Target sequence (P11229 whole entry, looked up): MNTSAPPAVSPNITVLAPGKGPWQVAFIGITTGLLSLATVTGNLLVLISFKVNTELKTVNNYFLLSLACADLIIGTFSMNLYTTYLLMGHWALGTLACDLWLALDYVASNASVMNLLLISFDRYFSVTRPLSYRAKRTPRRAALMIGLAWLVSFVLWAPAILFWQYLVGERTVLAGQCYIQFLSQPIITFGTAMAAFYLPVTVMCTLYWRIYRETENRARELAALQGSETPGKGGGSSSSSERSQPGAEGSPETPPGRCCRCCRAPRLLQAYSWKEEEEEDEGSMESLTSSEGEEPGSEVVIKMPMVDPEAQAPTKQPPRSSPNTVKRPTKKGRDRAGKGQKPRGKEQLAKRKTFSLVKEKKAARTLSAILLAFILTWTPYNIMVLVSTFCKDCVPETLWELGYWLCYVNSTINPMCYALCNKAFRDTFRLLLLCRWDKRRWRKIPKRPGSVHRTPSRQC
M1 PAM – human M1 muscarinic receptor positive allosteric modulators, primary screen, CHO-K1 cells, Fluo-8 calcium fluorescence, 1536-well; 360,000 compounds, 0.088% hits; activation, % at 3 µM; AID 588819, 2011; CHO-K1 hM1, ACh EC20; 0% = ACh EC20, 100% = maximal ACh; in the data active = activation above about 19%, passing the limit was not always enough
CRFR2-BP ag – agonists of CRF-BP/CRF-R2 complex, primary screen, cell-based, HEK293, calcium dye fluorescence, uHTS. AID 588473, 2011. CRF-binding protein / CRF receptor 2 complex (human). calcium dye fluorescence (FLIPR); percent of saturating CRF peptide response. 350,000 compounds, 0.46% hits. activation, % at 13.2 µM;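 active = activation of at least 50%, plus an integration ratio under a set limit after plate pattern correction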;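 also: plate controls were neutral control wells without compound for no effect and CRF at EC100 for full effect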
CHRM4 agonist – human M4 muscarinic receptor agonists, primary screen, CHO-K1 cells, Fluo-8 calcium fluorescence; Muscarinic acetylcholine receptor M4 (Homo sapiens), P08173; CHO-K1 hM4/Gqi5; vehicle 0%, full acetylcholine response 100%; activation, % at 3 µM; 360,000 compounds, 0.14% hits; AID 624127, 2012;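 active = activation above the run mean over all test wells plus 3 SD, cut at about 32% in these data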;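 also: peak over basal fluorescence ratio per well then scaled between controls; 0% = DMSO wells and 100% = acetylcholine at EC100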
M5 antag – human M5 muscarinic receptor antagonists, primary screen, CHO cells, Fluo-8 calcium fluorescence | Muscarinic acetylcholine receptor M5 (Homo sapiens), P08912 | CHO-hM5 cells, ACh EC80 | inhibition, % at 3 µM | 360,000 compounds, 0.59% hits | AID 624040, 2012;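 active = inhibition above a per-plate cutoff, the mean of that plate's test compounds plus 3 SD, cut at about 27% in these data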;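 also: 0% = acetylcholine EC80 with DMSO and 100% = DMSO without agonist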
Active calls of the source: *; / = no result given.

SMILES	CHRM5 PAM	M4 PAM	CHRM5 agonist	CHRM4 antagonist	M1 antag	M1 PAM	CRFR2-BP ag	CHRM4 agonist	M5 antag
Cc1cc(Br)ccc1NC(=O)CN(C)C(=O)c1ccc(-n2cncn2)c([N+](=O)[O-])c1	1	10	-7	-2	-15	17	-0.3	0	6
COc1ccc(S(=O)(=O)Nc2ccccc2C(F)(F)F)cc1	-9	16	-6	1	-11	4	1.8	0	13
O=c1c2ccc([N+](=O)[O-])cc2ncn1Cc1ccccc1C(F)(F)F	9	4	3	-3	-18	14	-0.2	1	0
CNC(=S)N1N=C(c2ccc(C)cc2)CC1c1ccc(Cl)cc1 (stereo not drawn)	-1	1	0	6	0	-1	1.9	-2	2
COc1ccccc1N1CCN(C(=O)c2c(C)noc2C)CC1	-6	-14	-1	2	-3	-2	-0.9	0	8
CC1(C)CC(=O)c2cc(C(=O)NCc3ccco3)c(=O)n(-c3ccccc3)c2C1	3	9	-2	12	-10	7	-3.7	0	-1
CCCN(CC(=O)Nc1ccccc1C)C(=O)c1ccc(N2CCCC2)c([N+](=O)[O-])c1	-4	6	4	-18	-12	8	-0.1	5	0
O=C1CC(c2ccc(Cl)c([N+](=O)[O-])c2)c2ccc3ccccc3c2N1 (stereo not drawn)	1	7	-2	-1	-3	0	0.0	1	-1
O=[N+]([O-])c1ccc(/C=N/n2c(CO)nc3ccccc32)s1	-1	8	-2	5	-6	5	-2.3	1	7
Cc1oc(-c2cccs2)nc1CNC[C@H]1O[C@@H](n2cnc3c(N)ncnc32)[C@H](O)[C@@H]1O	2	1	2	-14	0	-1	0.1	1	-8
Cc1c(C(=O)NCc2cccc(C(F)(F)F)c2)sc(=O)n1Cc1ccccc1F	-14	-13	-3	-28	14	-22	/	11	-6
CC(OC(=O)/C=C/c1ccc2ccccc2n1)C(=O)N(C)c1ccccc1 (stereo not drawn)	-9	0	1	3	-3	3	-0.7	2	7
Cc1ccc2oc(C(=O)NCc3ncc(C)[nH]3)c(C)c2c1	0	-4	2	18	-9	8	0.6	1	13
CNC(=S)N(CCc1c(C)[nH]c2ccc(C)cc12)Cc1ccco1	1	-1	-1	-22	-1	3	-2.6	2	0
CCCCNC(=O)C1c2ccccc2OCC(=O)N1C1CC1 (stereo not drawn)	-2	1	0	1	/	/	/	0	2

SMILES	CHRM5 PAM	M4 PAM	CHRM5 agonist	CHRM4 antagonist	M1 antag	M1 PAM	CRFR2-BP ag	CHRM4 agonist	M5 antag
CCCN1CCC(=NNc2ccc(S(=O)(=O)N3CCOCC3)cc2[N+](=O)[O-])CC1	-3	15	3	-12	-4	9	-0.5	-2	7
C=C(Cl)COc1cc(C)cc2oc(=O)cc(CC)c12	-4	-1	-5	-12	-14	-4	1.6	0	-4
O=C(c1ccccc1)N1CCN(Cc2ccc3c(c2)OCO3)CC1	8	3	-3	-12	-23	22	7.4	1	3
COc1cccc(Nc2nc(C(N)CO)cs2)n1 (stereo not drawn)	-2	0	-1	-1	-1	-1	/	1	10
CCOC(=O)C1CCN(Cc2c(F)cccc2Cl)CC1	1	8	-4	1	-2	0	-3.5	-1	10
CC(C)(C)C(=O)O/N=C1\CCS(=O)(=O)c2sccc21	2	-4	-2	2	-1	5	0.2	1	11
CCC(C)N(C(=O)CSc1nc(-c2cccs2)nc2ccccc12)C1CCS(=O)(=O)C1 (stereo not drawn)	-6	-3	-1	6	-2	5	4.0	8	1
CCN1C(=O)c2cccc3c(S(=O)(=O)Nc4ccc(O)c(C(=O)O)c4)ccc1c23	0	-1	-5	-2	-6	7	-0.6	0	9
COc1ccc(-n2nc(C)c3sc(C)nc3c2=O)cc1	9	7	8	1	4	-1	-0.5	1	-4
COc1nc(Nc2ccc([N+](=O)[O-])cc2)nc(NC(C)C)n1	1	-4	-5	-2	-4	7	-0.6	-2	-5
COC(=O)CCC(=O)NNC(=O)c1cccc(Cl)c1	-2	3	1	-2	2	0	5.3	0	-3
CCOc1ccc(N2C=Nc3ccc(OCC)cc3C2)cc1	2	-3	-6	7	-3	-3	0.0	3	2
O=S(=O)(NC1CC2CCC1C2)c1ccc(Cl)cc1 (stereo not drawn)	-4	-8	-2	10	-2	-1	-2.1	-2	8
CNc1nc(C)nc(N/N=C/c2ccccc2)n1	-1	-6	-2	-4	-4	7	1.6	1	5
CC(C)Oc1ccc(S(=O)(=O)N2CCCCC2)cc1NC(=O)CN1C(=O)NC(C)(c2ccccc2)C1=O (stereo not drawn)	-2	1	-3	6	0	0	-0.8	0	12

SMILES	CHRM5 PAM	M4 PAM	CHRM5 agonist	CHRM4 antagonist	M1 antag	M1 PAM	CRFR2-BP ag	CHRM4 agonist	M5 antag
N=C(N1CCCc2ccccc21)N1CCCc2ccccc21	10	-4	-12	-9	-7	4	-0.6	1	6
COc1ccc(CC(=O)NCC(=O)N/N=C/c2ccc(C)o2)cc1	-4	4	0	5	-6	2	-2.6	0	14
COc1ccc(S(=O)(=O)N2CCCCC2)cc1NC(=O)CCNC(=O)c1ccco1	-3	-3	-1	5	-8	6	1.3	0	5
C=CCN1C(=O)C(Cc2ccc(Br)cc2)S/C1=N\N=C\c1ccco1 (stereo not drawn)	-8	1	2	17	7	6	5.4	-1	9
O=C(Nc1ccc2[nH]c3c(c2c1)CCCC3)c1ccco1	-11	21	0	-3	-4	6	10	4	-1
CCOc1cc(S(=O)(=O)NCc2cccnc2)c(C)cc1C	-1	0	0	-3	-8	7	-0.4	4	7
O=c1c2ccccc2nc2c3ccccc3ncn12	3	10	0	-2	8	-2	0.1	1	-4
CCN(c1ccccc1)S(=O)(=O)c1ccc(F)c(C(=O)O)c1	6	0	-3	3	6	1	-2.8	0	-1
O=C(c1cnn2c1NC(c1ccc(Br)cc1)CC2C(F)(F)F)N1CCN2CCCC2C1 (stereo not drawn)	2	-3	-3	2	-2	-3	4.0	3	5
CC(C)C[C@H](NC(=O)c1nc[nH]c1C(=O)NCCCCCNC(=O)OC(C)(C)C)C(=O)OCc1ccccc1	-2	0	-3	-4	-3	6	1.8	6	9
O=C(CN(C(=O)CCC(=O)Nc1nccs1)c1cccc(F)c1)NCc1ccc(F)cc1	-3	0	-2	-5	-10	9	-0.9	0	9
Cc1cc(C)nc(NS(=O)(=O)c2cccs2)c1	-3	-5	0	11	-2	5	-1.3	0	0
COc1ccc(C2=NN(C(=O)CCC(=O)O)C(c3ccc(F)cc3)C2)cc1 (stereo not drawn)	1	9	2	-4	-19	17	-0.7	2	4
COc1ncccc1-c1cc2nc(NCCNC(C)=O)n(C)c(=O)c2s1	1	8	1	-9	-14	12	/	0	0
Cc1cc(O)c(C(C)C)cc1NC(=O)c1ccccc1Cl	-8	-5	3	8	-4	-6	-3.5	3	1

SMILES	CHRM5 PAM	M4 PAM	CHRM5 agonist	CHRM4 antagonist	M1 antag	M1 PAM	CRFR2-BP ag	CHRM4 agonist	M5 antag
CCOC(=O)C1CCN(C(=O)COC(=O)c2cc([N+](=O)[O-])ccc2N2CCOCC2)CC1	-6	-3	4	-6	-2	2	-0.6	5	2
CCOC(=O)C1C(=O)NC(c2ccccc2)=NC1c1ccc(C(C)C)cc1 (stereo not drawn)	1	6	-6	-6	-34	6	4.6	2	-1
CC(C)C[C@H](NC(=O)N1CCn2c1nc1ccccc12)C(=O)NC1CCCCC1	-2	2	-3	5	6	-6	-1.0	0	14
O=C(CCc1n[nH]c(=O)[nH]c1=O)N1CCOCC1	-5	-2	1	0	-8	5	-0.4	0	4
O=C(O)CCSc1nc(C(F)(F)F)cc(=O)n1-c1ccccc1	-1	0	-2	7	-16	9	-0.2	0	-2
COc1ccc(C2=CC(=O)C[C@H](c3ccc(Cl)cc3)C2)cc1	-8	1	-6	-9	4	-8	9.1	0	12
CCCCCNC(=O)c1ccc2c(=O)n(CCOC)c(=O)[nH]c2c1	-2	5	0	-3	-10	11	2.1	1	1
COC(=O)CCC(=O)OC1(C)C(=O)C=C2C=C(C3CC3)N(CCN3CCOCC3)C=C2C1=O (stereo not drawn)	-2	5	3	-7	2	-4	2.6	3	3
Cc1cccc(C)c1-n1nnnc1C1c2ccccc2C(=O)N1CCCn1ccnc1 (stereo not drawn)	-3	6	4	3	/	/	/	0	9
COc1ccc(SC[C@H](C)CN2CC[C@H](C(C)(C)C)CCC2=O)cc1	-1	0	-1	-7	0	-2	-1.8	3	15
